mouse IAP activators: activators of mouse IAP, confirmation, biochemical, luminescence, single concentration (AID 434970). intestinal alkaline phosphatase [Mus musculus]. purified mouse IAP, CDP-Star luminescence, 30 min; hits give low values. activity change, negative = activation, % at 10 µM. 11,000 tested, 2.9% active; in the data active = activity change below about -85%;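 note: percent relative to enzyme plus DMSO wells and wells without enzyme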
mouse IAP activators Fold change: also measured in mouse IAP activators; calls as there; activation factor; measured here: IAP activation factor; hits give high values;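 fold luminescence change scaled to plate control wells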
Starred values were filed as active, the others as inactive.

SMILES	mouse IAP activators	mouse IAP activators Fold change
CCN(CC)C(=O)[C@H]1C[C@H](CC(=O)NCC23CC4CC(CC(C4)C2)C3)C(=O)N2CCc3c([nH]c4cc(-c5ccco5)ccc34)[C@]12C	-36	1.4
COc1ccc2[nH]c3c(c2c1)CCN1C(=O)C(CC(=O)NC/C=C(\C)CCC=C(C)C)C[C@H](C(=O)N(C(C)C)C(C)C)[C@@]31C (stereo partly specified)	-100*	2*
CCCCNC(=O)Nc1nnc(-c2ccccc2)o1	7	0.93
Cc1ccc(OCC(=O)N/N=C/c2cn[nH]c2-c2ccc(Cl)c(Cl)c2)cc1	-4	1
CCCCC(c1nnnn1CC1CCCO1)N1CCN(Cc2ccccc2)CC1 (stereo unspecified)	-3	1
COc1ccccc1NC(=O)CN(c1ccccc1F)S(C)(=O)=O	8	0.92
Cc1c(C(=O)OC(C)C)nnn1-c1nonc1N	8	0.92
Clc1ccc(-c2ccc(SCc3ccccn3)nn2)cc1	0	1
CCCNC(=O)CC1C(=O)N(Cc2ccccc2)C(C)c2nc3ccccc3n21 (stereo unspecified)	9	0.91
CCOC(=O)c1c(C)[nH]c(C)c1C(=O)CSc1nc(N)cc(N)n1	6	0.94
Cc1ccc(Nc2nc3c(s2)CCC3)c(C)c1	-1	1
COc1ccc2[nH]c3c(N4CC(C)OC(C)C4)ncnc3c2c1 (stereo unspecified)	-17	1.2
O=C(CC1CCCC1)Nc1nnc(C2CC2)s1	7	0.93
CC(C)(C)NC(=O)C(c1ccc(OCC(N)=O)cc1)N(C(=O)c1cccnc1)C1CC1 (stereo unspecified)	0	1
Cn1c(N2CCCC2)nc2c1c(=O)n(Cc1ccc(Cl)cc1)c(=O)n2C	3	0.97

Among those listed so far, these contain an aryl thioether with sulfur outside any ring:
SMILES	mouse IAP activators	mouse IAP activators Fold change
Clc1ccc(-c2ccc(SCc3ccccn3)nn2)cc1	0	1
CCOC(=O)c1c(C)[nH]c(C)c1C(=O)CSc1nc(N)cc(N)n1	6	0.94

Next results
SMILES	mouse IAP activators	mouse IAP activators Fold change
O=C(CCN1C(=O)/C(=C\c2ccco2)SC1=S)Nc1ccc(C(=O)O)c(O)c1	76	0.24
CCOc1ccc(S(=O)(=O)Nc2ccc3c(c2)OCO3)c2cccnc12	7	0.93
COC(=O)C(N)Cc1ccc(O)cc1 (stereo unspecified)	-7	1.1
O=C(NCc1ccccc1)NC1(C(=O)N2CCCC2)CCCCC1	6	0.94
O=C(NCc1ccco1)c1cccc(N2CCCC2=O)c1	7	0.93
COCCn1c(C)cc(C(=O)COC(=O)c2ccc(-n3nc(C)cc3C)cc2)c1C	0	1
COc1ccc(C2/C=C\CN(S(=O)(=O)c3ccc(C)cc3)CC(=O)N2Cc2cccc(F)c2)cc1 (stereo unspecified)	-8	1.1
CC1=C(C)CC(C(=O)c2ccc(C)cc2)C(C(=O)O)C1 (stereo unspecified)	6	0.94
NC(=O)/C(=C/c1ccco1)NC(=O)/C=C/c1ccccc1	14	0.86
CCOc1ccc(-c2noc(-c3cccnc3)n2)cc1OC	2	0.98
O=C(C1CCN(S(=O)(=O)c2cnc[nH]2)CC1)N1CCc2ccccc2C1	-1	1
Cc1cc(NC(=O)Nc2cccc(Cl)c2)n(-c2ccccc2)n1	-97*	2*
N/C(=N\O)c1ccc(NC(=O)c2cccs2)cc1	10	0.9
COc1ccc(OCCCC(=O)Nc2nncs2)cc1	2	0.98
COc1ccc(C2=NOC(Cn3nc(-c4ccccc4)cc3C(=O)NCc3cccc(Br)c3)C2)cc1 (stereo unspecified)	-112*	2.1*

The closing 2 entries of the section before lead into the next:
SMILES	mouse IAP activators	mouse IAP activators Fold change
COc1ccc(OCCCC(=O)Nc2nncs2)cc1	2	0.98
COc1ccc(C2=NOC(Cn3nc(-c4ccccc4)cc3C(=O)NCc3cccc(Br)c3)C2)cc1 (stereo unspecified)	-112*	2.1*
CCOC(=O)C1=CN(Cc2ccco2)S(=O)(=O)N(CC)C1c1ccc(F)c(Cl)c1 (stereo unspecified)	4	0.96
C/C(N)=C(\C#N)C(=O)NCc1ccccn1	10	0.9
CN(C)S(=O)(=O)c1cccc(C(=O)N2CCN(Cc3ccccc3)CC2)c1	-8	1.1
O=C(Nc1nnc(-c2ccccc2SCc2ccccc2)s1)Nc1ccccc1F	2	0.98
CCOc1ccc(-c2nn[nH]n2)cc1	5	0.95
COc1ccc(-c2csc(Nc3cccnc3)n2)cc1OC	5	0.95
COC(=O)CSc1n[nH]c(-c2ccncc2)n1	5	0.95
CCOC(=O)CSc1nc2cc(C)ccc2cc1C#N	2	0.98
c1cc(Nc2ncnc3sccc23)cc(-c2nnc3n2CCCCC3)c1	0	1
COc1ccccc1-c1sc2ccccc2c1-c1ccc(OCCN2CCCCC2)cc1	-1	1
CCN1CCN(C(=O)CN(c2cc(OC)ccc2OC)S(C)(=O)=O)CC1	-3	1
CN1CCN(C(=O)C(C(=O)c2ccc(F)cc2)n2ccccc2=O)CC1 (stereo unspecified)	-1	1
Cc1cc(NC(=O)CSc2nc(C(C)C)nc3ccccc23)no1	-9	1.1
CC(C)Oc1ccc(C(=O)NC(C)(C)CO)cc1	1	0.99
COc1ccc(CCNC(=O)c2ccc(Cl)cc2)cc1	-8	1.1

Laid out differently: four of the compounds above
Below each compound – mouse IAP activators	mouse IAP activators Fold change
- CCN1CCN(C(=O)CN(c2cc(OC)ccc2OC)S(C)(=O)=O)CC1
    -3	1
- CN1CCN(C(=O)C(C(=O)c2ccc(F)cc2)n2ccccc2=O)CC1 (stereo unspecified)
    -1	1
- Cc1cc(NC(=O)CSc2nc(C(C)C)nc3ccccc23)no1
    -9	1.1
- CC(C)Oc1ccc(C(=O)NC(C)(C)CO)cc1
    1	0.99

(list continues)
SMILES	mouse IAP activators	mouse IAP activators Fold change
COc1ccc(OC)c(N(CC(=O)NCc2ccccn2)S(C)(=O)=O)c1	3	0.97
Cc1cc(C(=O)OCC(=O)Nc2ccc(F)cc2)c(C)o1	-12	1.1
O=C(COc1ccc2c(c1)CCC2)N1CCc2ccccc21	-13	1.1
O=C(Cn1cnc2c(NCc3ccccc3)ncnc21)NCc1ccc2c(c1)OCO2	-6	1.1
Cc1ccc(-c2nc(C)sc2CC(=O)O)cc1	5	0.95
C#CCCCc1nc2ccccc2c(=O)n1N	3	0.97
CC(C)(C)C(=O)N1CCCC1C(=O)O (stereo unspecified)	-5	1
O=C(O)Cc1ccc(O)c(O)c1	15	0.85
O=C(CSc1nnc(COc2ccc(Cl)cc2)o1)OC1CCCCC1	8	0.93
O=C1CC(c2ccco2)Sc2nc3ccccc3n21 (stereo unspecified)	20	0.8
CCCCn1c(C(C)NC(=O)COC)nc2ccccc21 (stereo unspecified)	6	0.94
Cc1ccccc1NC(=O)CSc1nnc(-c2ccco2)c(-c2ccco2)n1	51	0.49
CCOC(=O)Cn1c(=S)[nH]c2c(oc3ccc(Cl)cc32)c1=O	3	0.97
COc1ccccc1NC(=O)N1CCCC1C(=O)Nc1ccc(NC(C)=O)cc1 (stereo unspecified)	-17	1.2
COc1ccc(N=C2NC(=O)S/C2=C\c2ccc(N(C)C)cc2)cc1	8	0.92
CCOC(=O)CNC(=O)Nc1cccc(Cl)c1C	-4	1
CCCCc1c(C(=O)O)cc(OC)cc1C(=O)O	9	0.91
N=c1c2c(-c3ccccc3)c(-c3ccccc3)oc2ncn1CCN1CCOCC1	-8	1.1
CC1CC1C(=O)NCCc1ccc(Cl)cc1 (stereo unspecified)	7	0.93
COc1ccc(C2/C(=C(\O)c3ccc4c(c3)OCCO4)C(=O)C(=O)N2Cc2ccco2)c(OC)c1 (stereo unspecified)	9	0.91
COCCN=c1scc(-c2ccco2)n1/N=C/c1ccc(O)c(O)c1O	53	0.47
CN(C)C(=O)CCc1ccc2c3c([nH]c2c1)[C@]1(CCc2ccccc2)[C@@H](C(=O)N2CCCCC2)C[C@H](CC(=O)NCCCn2ccnc2)C(=O)N1CC3	-14	1.1
CCn1c(-c2nn(C)c(C)c2Cl)n[nH]c1=S	0	1
COc1ccc(-n2nnnc2SCC(N)=O)cc1	4	0.96
Nc1c(C(=O)Nc2ccccc2F)sc2nc(-c3ccco3)ccc12	61	0.39
CCC(C)NS(=O)(=O)c1ccc(OCC(=O)NCc2ccc3c(c2)OCO3)cc1 (stereo unspecified)	-3	1
CCCCCOc1ccc(N2C(=O)CC(N(O)c3ccccc3)C2=O)cc1 (stereo unspecified)	1	0.99
COc1ccc(CNC(=O)C[C@H]2C[C@H](C(=O)N(C(C)C)C(C)C)[C@@]3(C)c4[nH]c5cc(-c6ccco6)ccc5c4CCN3C2=O)cc1OC	-24	1.2
CCCN1C(=O)/C(=C/c2ccc(C)s2)NC1=S	11	0.89
CO/N=C/c1ccc(Sc2ccccc2N)c([N+](=O)[O-])c1	6	0.94
O=C(Cc1ccccc1)N/N=C/c1ccc(OCC(=O)Nc2ccccc2)cc1	-2	1
CC(C)(C)n1nnnc1CN(Cc1ccc(F)cc1)Cc1ccco1	8	0.92
CCN(CC)C(=O)[C@H]1CC(CC(=O)NCCC2=CCCCC2)C(=O)N2CCc3c([nH]c4ccc(OC)cc34)[C@]12C (stereo partly specified)	-7	1.1
Cc1ccc(NC(=O)Cc2nc(CSc3nnc(-c4ccc5c(c4)OCO5)o3)cs2)cc1	2	0.98
Fc1cccc(NC(=S)NCc2ccccc2Cl)c1	-27	1.3
CCOc1ccc(-c2cc(N3C(=O)Nc4ccccc4N3O)on2)cc1	3	0.97
CNC(=O)NC(=O)CSc1ccc(NC(C)=O)cc1	2	0.98
CCN(CC)CCCNc1nc2cc(OC)c(OC)cc2c2nc(-c3ccccc3)nn12	-3	1
CCOc1ccc2nc(NCCNC(=O)Nc3cccc(C)c3)c(C#N)cc2c1	-98	2
COCc1cc(=O)[nH]c2cc(NC(=O)C(C)(C)CCl)c(C)cc12	-6	1.1
COc1ccccc1NC(=O)C(=O)NNC(=O)c1ccco1	33	0.67
O=C(Nc1cccc(C(F)(F)F)c1)NC1CCCCC1	-110*	2.1*
COc1ccc(OC)c(Nc2nc(-c3ccc(O)c(O)c3)cs2)c1	74	0.26
COc1cccc(-c2cc(C(F)(F)F)nc(N3CCC(C)CC3)n2)c1	8	0.92
COCc1cc(C)n(CC(=O)Nc2ccccc2OC)c(=O)c1C#N	9	0.91
Cc1nc2nc(COc3ccccc3)[nH]n2c(=O)c1Cl	6	0.94
CN(C(=O)c1ccno1)c1nnc(-c2cnccn2)s1	11	0.89
CCOC(=O)C1=C(c2ccccc2)O/C(=C(/C#N)C(F)(F)F)S1	14	0.86
COc1cc(NS(=O)(=O)c2ccc(NC(=S)NC(=O)/C=C/c3ccco3)cc2)ncn1	64	0.36
COc1cc(OC)c(C2N(c3ccccn3)C(=O)C3CCCN32)cc1OC (stereo unspecified)	-11	1.1
Cc1cc(C)n(-c2nc(Nc3ccccc3C)nc(-n3nc(C)cc3C)n2)n1	6	0.94
CCOC(=O)c1oc2ccc(Br)cc2c1CSc1nnc(C)s1	8	0.92
CCOC(=O)/C=C1\CC(C(=O)OCC)Oc2c(OC)cccc21 (stereo unspecified)	7	0.93
Cc1ccc(N(C(=O)CCC(=O)Nc2cc(C)on2)C(C(=O)NC2CCCC2)c2ccncc2)cc1 (stereo unspecified)	-6	1.1
COc1ccc(-n2c(SCC(N)=O)nnc2-c2cccnc2)cc1	0	1
COC(=O)c1ccc(NC(=O)c2ccc3c(c2)OCO3)cc1	9	0.91
COc1ccc(-c2noc(CCC(=O)N3CCN(c4ccccc4Br)CC3)n2)cc1	-10	1.1
Cc1ccc(-c2csc(N3N=C(c4ccccc4)/C(=C\c4ccc(N(C)C)cc4)C3=O)n2)cc1	17	0.83
Cc1ccc(CNC(=S)NC2CCC(C(C)(C)C)CC2)cc1 (stereo unspecified)	-100*	2*
O=C(O)CSc1nnc(-c2cccs2)n1-c1ccc(Cl)cc1	6	0.94

Going on with the list:
SMILES	mouse IAP activators	mouse IAP activators Fold change
Cc1cc(=O)n(CCO)c(O)c1C#N	-2	1
O=c1c2ccccc2ncn1CCCSc1ccccc1	-3	1
COc1cccc(C2=Nn3c(nnc3-c3ccccc3O)SC2)c1	4	0.96
CC[C@]12c3[nH]c4ccc(OC)cc4c3CCN1C(=O)C(CC(=O)NCCc1ccccn1)C[C@@H]2C(=O)N1CCN(C(=O)c2ccco2)CC1 (stereo partly specified)	-14	1.1
COC(=O)/C(=C/Nc1ccc(O)cc1)[N+](=O)[O-]	10	0.9
NC1=CC(=O)c2cccc3cccc1c23	15	0.85
CCOC(=O)Cc1csc(NC(=O)CN2C(=O)c3ccccc3S2(=O)=O)n1	-3	1
C[C@]12c3[nH]c4cc(-c5ccco5)ccc4c3CCN1C(=O)[C@@H](CC(=O)NCCN1CCOCC1)C[C@@H]2C(=O)N1CCCCC1	-19	1.2
CSC1=NCCN1C(=O)c1c(F)cccc1Cl	0	1
CC1CN(C(=O)COc2ncnc3ccccc23)CC(C)O1 (stereo unspecified)	-11	1.1
O=C(CN1N=C(C(F)(F)F)CC1(O)c1ccc([N+](=O)[O-])cc1)c1ccccc1 (stereo unspecified)	-7	1.1
c1ccc(-n2nnnc2NCCc2c[nH]c3ccccc23)cc1	-13	1.1
Cn1c(=O)n(C)c(=O)n(CC(=O)N2CCCCC2)c1=O	9	0.91
N#CC(C#N)=C1CCc2ccccc2N1	0	1
COC(=O)C1=C(C)N(c2ccc(C)cc2)/C(=C/c2cccs2)C1=O	6	0.94
CCOc1cc2[nH]c(=O)n(CCCC(=O)NCc3ccco3)c(=O)c2cc1OCC	3	0.97
N#CC1=C(N)N(c2ccccc2)C2=C(C(=O)CCC2)C1c1ccccc1 (stereo unspecified)	-8	1.1
CCOC(=O)c1ccc(NC(=O)CSc2nnc(C3CCCCC3)n2C)cc1	7	0.93
C/C(N)=C(/C#N)C(=O)COc1ncnc2ccccc12	9	0.91

3 entries already listed, sorted by length of the SMILES, rising.
SMILES	mouse IAP activators	mouse IAP activators Fold change
C/C(N)=C(/C#N)C(=O)COc1ncnc2ccccc12	9	0.91
N#CC1=C(N)N(c2ccccc2)C2=C(C(=O)CCC2)C1c1ccccc1 (stereo unspecified)	-8	1.1
CCOc1cc2[nH]c(=O)n(CCCC(=O)NCc3ccco3)c(=O)c2cc1OCC	3	0.97

Screening data from PubChem.

Not all compounds are listed; rates above refer to the full screens.
